# NF-kB neuron act: raises NF-kB expression in human neuronal cells | 190,000 tested, 1.6% active | AID 1239 | NF-kB reporter expression; active compounds read high | fold change at 12.5 µM; in the data active = fold change above about 3.3
# STAT3 activator: STAT3 signaling activation. U3A cells, IL-6 STAT3-luciferase reporter, luminescence; 100% = signal with IL-6 EC80 alone. activation (% of control), % at 5.6 µM. 190,000 tested, 0.91% active;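 active = activation above the screen-wide mean of compound activation plus 3 SD, cut at about 130% in these data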;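 note: 0% = background luminescence of wells with medium and substrate only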
#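 Material: STAT3-luciferase reporter U3A cells. Controls: IL-6-treated wells, 100% activation. Read-out: % activation versus median of IL-6-stimulated wells. Probe or stimulus: IL-6 stimulus at 33 ng/mL final. Timing: compound 1 h, then IL-6 6 h at 37 °C. Signal: reporter luminescence signal.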
# FLuc stim CS: firefly luciferase counter-screen for stimulation assays; activation factor at 10 µM; 200,000 tested, under 10 active; P08659; ATPlite luciferase biochemical, luminescence, 10 min; 0 = ATP-free wells, 1 = DMSO control;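 active = luciferase activation factor, scaled between plate controls, of at least 2 with compound at 10 µM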
# Target sequence (P08659 whole entry, looked up): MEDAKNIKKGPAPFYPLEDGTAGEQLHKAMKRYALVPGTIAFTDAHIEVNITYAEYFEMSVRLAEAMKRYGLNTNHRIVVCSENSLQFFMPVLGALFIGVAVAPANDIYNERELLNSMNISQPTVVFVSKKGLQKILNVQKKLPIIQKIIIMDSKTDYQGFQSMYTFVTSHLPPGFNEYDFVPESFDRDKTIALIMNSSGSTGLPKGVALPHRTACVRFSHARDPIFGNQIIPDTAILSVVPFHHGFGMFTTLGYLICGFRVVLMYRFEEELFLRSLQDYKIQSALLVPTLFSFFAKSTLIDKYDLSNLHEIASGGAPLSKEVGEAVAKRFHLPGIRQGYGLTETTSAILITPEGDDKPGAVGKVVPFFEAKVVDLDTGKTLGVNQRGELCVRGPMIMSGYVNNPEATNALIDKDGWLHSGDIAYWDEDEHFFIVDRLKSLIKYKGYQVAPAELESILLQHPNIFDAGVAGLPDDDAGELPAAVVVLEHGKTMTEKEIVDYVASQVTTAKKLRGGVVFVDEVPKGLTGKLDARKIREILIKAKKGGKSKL
#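 System: cell-free luciferase reagent; medium: PBS as buffer for the ATP substrate; doses: test compounds dosed from 2 mM stocks in 100% DMSO; incubation: 10 min, room temperature; measured by: luminescence from luciferase reaction; read-out: luciferase activation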
# STAT1 inh: reduces IFN-gamma driven STAT1 reporter signal. NIH 3T3 STAT1-luciferase reporter, luminescence. inhibition, % at 5.5 µM. 200,000 tested, 0.35% active;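 active = inhibition above a set limit, the mean inhibition across all tested compounds plus 3 SD, cut at about 34% in these data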;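 note: 0% = IFN-gamma with DMSO and 100% = IFN-gamma with 300 µM nifuroxazide; values of inactives mirror those of a sister screen read the other way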
# APP 5'UTR act: activates APP 5'UTR luciferase reporter; SH-SY5Y APP 5'UTR luciferase reporter, luminescence; zero percent = DMSO vehicle wells; activation, % at 2 µM; 190,000 tested, 1% active;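 active = activation above a set limit, based on mean plus 3 SD of controls, cut at about 140% in these data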; note: values of inactives mirror those of a sister screen read the other way
# FLuc inhib CS: counter-screen for luciferase assay inhibitors: firefly luciferase inhibition. P08659. 200,000 tested, 1.5% active. AID 1006. ATPLite firefly luciferase biochemical luminescence, 10 min. inhibition, % at 10 µM;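 active = inhibition above about 50% when tested at 10 µM, limit read from the data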
# APP 5UTR inh: APP translation inhibition. SH-SY5Y APP 5'UTR-luciferase reporter, luminescence. AID 1285. 190,000 tested, 0.82% active. inhibition, % at 2 µM;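 active = inhibition above a set limit, derived from the sample mean plus 3 SD, cut at about 45% in these data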; note: values of inactives mirror those of a sister screen read the other way
# STAT1 activator: increases IFN-gamma driven STAT1 reporter signal. NIH 3T3 STAT1-luciferase reporter, luminescence; 100% = IFN-gamma alone, no compound. activation (% of control), % at 5.5 µM. 200,000 tested, 2.6% active. AID 932;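 active = activation above the screen-wide mean activation plus 3 SD, cut at about 130% in these data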;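 note: raw ratio to IFN-gamma control signal so 100% means no change and 0% no light; values of inactives mirror those of a sister screen read the other way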
# ROMK primary: modulators of human ROMK potassium channel; P48048; Tet-inducible ROMK, thallium flux fluorescence; actives lie on both sides; B-score at 10 µM; 130,000 tested, 2% active;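 active = signal ratio slope over the read window, or its plate-corrected B-score, at least 3 SD from the plate mean, either direction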;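 note: B-score of the F/F0 ratio slope over 7 to 12 s after thallium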
# Target sequence (P48048 whole entry, looked up): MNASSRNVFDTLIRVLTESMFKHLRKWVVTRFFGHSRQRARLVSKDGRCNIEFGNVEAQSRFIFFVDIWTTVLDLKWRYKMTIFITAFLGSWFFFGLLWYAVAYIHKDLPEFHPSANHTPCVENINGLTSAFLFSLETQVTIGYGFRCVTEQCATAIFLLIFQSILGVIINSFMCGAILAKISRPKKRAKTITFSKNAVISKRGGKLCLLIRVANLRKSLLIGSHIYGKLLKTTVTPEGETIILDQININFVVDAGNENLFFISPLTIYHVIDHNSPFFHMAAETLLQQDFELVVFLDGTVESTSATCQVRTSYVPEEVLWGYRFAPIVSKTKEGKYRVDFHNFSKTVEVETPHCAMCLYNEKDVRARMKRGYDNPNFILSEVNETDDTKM
# STAT3 blocker: reduces IL-6 driven STAT3 reporter signal. inhibition, % at 5.5 µM. U3A cells, IL-6 STAT3-luciferase reporter, luminescence; host cell line lacks STAT1. 190,000 tested, 0.89% active;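 active = inhibition above the mean inhibition across all screened compounds plus 3 SD, cut at about 44% in these data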;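 note: 0% = DMSO only wells and 100% = 100 µM nifuroxazide control wells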
# An asterisk follows results filed as active; · = not tested or not shown; & = joins results of further samples.
SMILES,NF-kB neuron act,STAT3 activator,FLuc stim CS,STAT1 inh,APP 5'UTR act,FLuc inhib CS,APP 5UTR inh,STAT1 activator,ROMK primary,STAT3 blocker
CCn1c(SCC(=O)NCc2cccs2)nnc1-c1cccs1,1.4,119,1,-1,-18,-4,18,101,·,-23
O=C(NNC(=O)c1sccc1-n1cccc1)c1ccc(F)cc1,1.2,89,1.1,2,8,-6,-8,98,0.81,15
CC1(C(=O)NNC(=S)NCc2ccco2)CC1(Cl)Cl (stereo unspecified),1,98,1,6,-7,-4,7,94,-0.4,8
O=S(=O)(c1ccc(-n2cnnn2)cc1)N1CCC(N2CCCCC2)CC1,1,95,1,-19,15,-3,-15,116,0.14,10
COc1ccc(/C=C/C(=O)N(C)c2ccccc2C(=O)O)cc1,0.99,102,1,6,-10,2,10,94,0.38,0
COc1cccc(-n2cnc3sc(C)cc3c2=O)c1,1.3,98,1,-8,14,-1,-14,106,-1.1,5
COC(=O)c1ccc(COC(=O)CNS(=O)(=O)c2ccccc2)cc1,1.3,93,1.1,-3,8,-7,-8,101,0.02,13
Brc1ccc(-c2nnc(-c3ccccc3Br)o2)cc1,0.93,98,0.5,-68,169*,46,-169,164*,0.84,8
CCOC(=O)c1c(-c2cccc(C)c2)csc1NC(=O)C1CC=CCC1C(=O)O (stereo unspecified),1.1,96,1,-1,5,2,-5,101,-0.51,5
NC(=O)c1ccc(NC(=O)CN2CCN(c3ccc(Cl)cc3)CC2)cc1,1,93,1,10,-12,-1,12,92,0.23,13
OCCn1c(-c2ccc3c(c2)OCO3)csc1=Nc1ccccc1,1.4,85,1.1,-19,19,-7,-19,117,·,21
Clc1ccccc1OCCN1CCC(Cc2ccccc2)CC1,1.1,92,1,-1,9,-4,-9,99,-0.28,12

# Quoted from the results shown, two compounds:
SMILES,NF-kB neuron act,STAT3 activator,FLuc stim CS,STAT1 inh,APP 5'UTR act,FLuc inhib CS,APP 5UTR inh,STAT1 activator,ROMK primary,STAT3 blocker
CCn1c(SCC(=O)NCc2cccs2)nnc1-c1cccs1,1.4,119,1,-1,-18,-4,18,101,·,-23
O=C(NNC(=O)c1sccc1-n1cccc1)c1ccc(F)cc1,1.2,89,1.1,2,8,-6,-8,98,0.81,15

# Entries from the list above that have a carbonyl joined to an NH by a bond outside any ring (five):
SMILES,NF-kB neuron act,STAT3 activator,FLuc stim CS,STAT1 inh,APP 5'UTR act,FLuc inhib CS,APP 5UTR inh,STAT1 activator,ROMK primary,STAT3 blocker
CCn1c(SCC(=O)NCc2cccs2)nnc1-c1cccs1,1.4,119,1,-1,-18,-4,18,101,·,-23
O=C(NNC(=O)c1sccc1-n1cccc1)c1ccc(F)cc1,1.2,89,1.1,2,8,-6,-8,98,0.81,15
CC1(C(=O)NNC(=S)NCc2ccco2)CC1(Cl)Cl (stereo unspecified),1,98,1,6,-7,-4,7,94,-0.4,8
CCOC(=O)c1c(-c2cccc(C)c2)csc1NC(=O)C1CC=CCC1C(=O)O (stereo unspecified),1.1,96,1,-1,5,2,-5,101,-0.51,5
NC(=O)c1ccc(NC(=O)CN2CCN(c3ccc(Cl)cc3)CC2)cc1,1,93,1,10,-12,-1,12,92,0.23,13

# Next part.
SMILES,NF-kB neuron act,STAT3 activator,FLuc stim CS,STAT1 inh,APP 5'UTR act,FLuc inhib CS,APP 5UTR inh,STAT1 activator,ROMK primary,STAT3 blocker
CCn1c(C)nc([N+](=O)[O-])c1C(=O)O,1,109,1,-2,-12,-2,12,101,0.1,2
Cc1onc(-c2ccccc2Cl)c1C(=O)N1CCN(C/C=C/c2ccccc2)CC1,0.81,104,1,6,16,-1,-16,95,0.55,2
CCOCCCNCc1ccc(OCC(=O)N2CCOCC2)c(OC)c1,1.1,103,1.1,6,-4,-12,4,92,0.044,2
Cc1ccccc1NC(=O)C1c2cccc[n+]2CC(=O)N1c1c(C)cccc1C (stereo unspecified),0.99,109,1.1,-2,10,-7,-10,102,·,-7
O=C1CN(C(=O)CN2CCOCC2)C(c2ccccc2)c2cc(Br)ccc2N1 (stereo unspecified),0.98,108,1.1,-4,13,-7,-13,104,·,-1
COc1ccc(NC(=O)CSc2nnc(-c3ccccn3)n2N)cc1Cl,1.5,99,1.1,6,6,-7,-6,95,0.39,9
O=C(O)CC(=O)NC12CC3CC(CC(C3)C1)C2,0.98&1.1,95&104,1.1&1.1,4&2,-14&14,-7&-5,14&-14,98&99,0.19,8&-4
Cc1ccc(C(C)(C)C)c(OCCCCN2CCCC2)c1,1.2,96,1,10,12,-1,-12,91,-0.31,3
CCCC1Cc2nc(N3CCCCC3)c(C#N)cc2CO1 (stereo unspecified),1.2,94,1,9,-2,-2,2,93,·,10
CN(C)CCNC(=O)C(=O)NCC1OCCCN1S(=O)(=O)c1cccs1 (stereo unspecified),1.1,100,1.1,4,-4,-6,4,99,0.067,-2
N#CC(c1ccc(Cl)cc1)c1cccc(Cl)n1 (stereo unspecified),1.1,97,1.1,6,-28,-6,28,94,-0.0097,6
CCCCN(C)C(=O)c1nc2ccccn2c1CN(C)Cc1csc(C)n1,1.4,107,1.1,5,17,-8,-17,94,1.5,-2

# Brought forward from above: six compounds; new compounds follow.
SMILES,NF-kB neuron act,STAT3 activator,FLuc stim CS,STAT1 inh,APP 5'UTR act,FLuc inhib CS,APP 5UTR inh,STAT1 activator,ROMK primary,STAT3 blocker
O=C(O)CC(=O)NC12CC3CC(CC(C3)C1)C2,0.98&1.1,95&104,1.1&1.1,4&2,-14&14,-7&-5,14&-14,98&99,0.19,8&-4
Cc1ccc(C(C)(C)C)c(OCCCCN2CCCC2)c1,1.2,96,1,10,12,-1,-12,91,-0.31,3
CCCC1Cc2nc(N3CCCCC3)c(C#N)cc2CO1 (stereo unspecified),1.2,94,1,9,-2,-2,2,93,·,10
CN(C)CCNC(=O)C(=O)NCC1OCCCN1S(=O)(=O)c1cccs1 (stereo unspecified),1.1,100,1.1,4,-4,-6,4,99,0.067,-2
N#CC(c1ccc(Cl)cc1)c1cccc(Cl)n1 (stereo unspecified),1.1,97,1.1,6,-28,-6,28,94,-0.0097,6
CCCCN(C)C(=O)c1nc2ccccn2c1CN(C)Cc1csc(C)n1,1.4,107,1.1,5,17,-8,-17,94,1.5,-2
CCOC(=O)CCc1c(C)c2ccc(OC(C)C(=O)OCC)c(C)c2oc1=O (stereo unspecified),0.87,108,1,2,-8,3,8,98,0.0034,-10
COc1ccc(NC(=O)c2ccccc2[N+](=O)[O-])cc1,1.2,96,1,-6,9,-4,-9,106,·,8
CCN(CC(=O)N1CCN(c2ccccc2)CC1)S(=O)(=O)c1ccc(C)cc1,0.93,102,1,0,-20,-2,20,100,-0.05,-4
Cc1ccc(/C=C/C(=O)Nc2cccnc2)o1,1,95,0.6,-2,1,38,-1,102,1.4,6
O=C(/C=C/c1ccccc1)NCc1cccnc1,0.94,105,1,-3,23,-3,-22,101,-0.025,-3
Cc1ccc(-n2c3c(cc(C(=O)NC4CCSC4=O)c2=O)C(=O)CC(C)(C)C3)cc1 (stereo unspecified),1,93,1,-4,15,-4,-15,108,0.0078,10
O=C(Nc1cccnc1)c1scc2c1OCCO2,1.2,90,1,-5,4,-5,-4,104,0.02,16
CC(=O)c1ccc(NC(=O)COC(=O)c2ccccc2Sc2ccccc2C#N)cc1,1.4,97,1,-10,-5,0,5,109,·,-1
C=CCOc1ccc(C2N3CC4(CC)CN2CC(CC)(C3)C4=O)cc1 (stereo unspecified),1.4,102,1.1,23,-12,-6,12,79,·,4
Cc1cccnc1N(C(=O)Nc1cccc(Cl)c1)C1=NCC(C)(C)S1,1.2,105,1.1,-1,-6,-8,6,101,0.037,-2
CC1CCc2c(sc(NC(=O)C(=O)NCc3ccco3)c2C#N)C1 (stereo unspecified),1.1,97,1,-1,-7,-1,7,104,-0.15,5
CN(C)c1ccc(NC(=O)Nc2cccc3ccccc23)cc1,1.3,83,0.8,-27,42,24,-42,123,·,26
CCOc1ccc(NC(=O)N(CCCN2CCOCC2)Cc2cccnc2)cc1,1,98,1,5,-11,0,11,96,·,11
Cc1nn(C)c(=O)n1-c1ccc(Oc2ccccc2)cc1,1,109,1,-1,·,-3,·,101,·,-5
Cc1ccc2cc(CN(Cc3nnnn3C3CCCCC3)CC3CCCO3)c(=O)[nH]c2c1 (stereo unspecified),0.97,97,1.1,-6,-5,-6,5,106,·,9
CCOC(=O)CSc1nc2ccccc2c(=O)n1CC1CCC(C(=O)NCc2ccco2)CC1 (stereo unspecified),0.92,102,1.1,10,9,-10,-9,91,·,-2
Cc1cccc(NC(=S)NC(NC(=O)c2ccco2)C(Cl)(Cl)Cl)c1 (stereo unspecified),1.5,96,1.1,7,-58,-6,58*,93,·,6
O=C(/C=C/c1ccc(Cl)c(Cl)c1)n1cccn1,1.1,93,0.9,10,0,12,0,91,·,12
CCN(CC)CCCN(Cc1cc2ccc(C)c(C)c2[nH]c1=O)C(=O)NC1CCCCC1,1.3,100,1.1,0,8,-10,-8,100,·,3
COC(=O)CSc1nccc(C)n1,0.94,103,1.1,-4,8,-6,-8,103,1.4,8
CC(=O)N(C1=C(N)C(=O)c2ccccc2C1=O)C(C)C,0.98,98,1,-13,28,-2,-28,112,0.016,4
COc1cc(C(=O)N2CCC(NC(=O)C(Cc3ccc(C(C)C)cc3)NC(C)=O)CC2)cc(OC)c1OC (stereo unspecified),1.1,107,1.1,5,14,-9,-14,96,·,-5

# Screening results as filed in PubChem.
